# MgcRacGAP inhibition – MgcRacGAP GTPase-activating activity inhibitors, confirmation, biochemical, ADP Hunter fluorescence | MgcRacGAP-stimulated Rac1 GTP hydrolysis, ADP Hunter fluorescence; higher % means a stronger effect; GST-tagged Rac1 F28L mutant substrate | actives 0.6% (n = 340,000) | inhibition, % at 30 µM, or IC50 in µM where a hit was titrated;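 active = first-screen hits whose inhibition reached a set limit at any dose in the follow-up dose series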;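 note: fluorescence reports GDP produced by GAP-driven GTP hydrolysis; strong numbers were not always called active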
# GPR35 antagonists – inhibition of zaprinast-stimulated GPR35 beta-arrestin translocation – imaging, U2OS, beta-arrestin-GFP, zaprinast agonist, primary screen (AID 2058); actives 0.052% (n = 290,000); U2OS GPR35 beta-arrestin-GFP translocation imaging, zaprinast antagonism; higher % means a stronger effect; one-dose inhibition, % at 10 µM; IC50 in µM for titrated hits;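 active = inhibition of at least 50% with at least 30 cells and total cytoplasm GFP at most 10,000,000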
# NTR1 ag – agonists of NTR1, primary screen, imaging, U2OS cells, beta-arrestin-GFP, high content (AID 493036); activation, % at 20 µM; NTR1-U2OS beta-arrestin-GFP spot imaging, agonist mode; actives 0.17% (n = 330,000);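 active = activation at or above 40% of the spot to cytoplasm intensity ratio, with at least 20 cells analyzed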;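 note: 0% = DMSO without peptide and 100% = 100 nM NTR1 peptide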
# Target sequence (P30989 whole entry, looked up): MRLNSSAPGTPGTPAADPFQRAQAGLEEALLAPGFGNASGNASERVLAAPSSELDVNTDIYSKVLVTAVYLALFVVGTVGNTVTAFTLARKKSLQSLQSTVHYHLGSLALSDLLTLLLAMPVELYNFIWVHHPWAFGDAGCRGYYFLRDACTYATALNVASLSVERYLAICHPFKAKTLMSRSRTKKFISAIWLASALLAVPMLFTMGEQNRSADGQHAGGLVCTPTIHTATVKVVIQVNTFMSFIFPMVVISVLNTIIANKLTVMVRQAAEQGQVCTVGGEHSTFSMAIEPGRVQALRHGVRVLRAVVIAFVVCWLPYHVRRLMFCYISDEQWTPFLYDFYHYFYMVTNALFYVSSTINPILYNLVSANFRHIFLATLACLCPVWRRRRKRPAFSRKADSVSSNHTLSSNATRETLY
# GPR55 LPI antagonism – inhibition of LPI-stimulated GPR55 beta-arrestin translocation – imaging, U2OS, beta-arrestin-GFP, LPI agonist, primary screen (AID 2013). actives 0.13% (n = 290,000). one-dose inhibition, % at 10 µM; IC50 in µM for titrated hits. U2OS GPR55 beta-arrestin-GFP translocation imaging, LPI antagonism; higher % means a stronger effect;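 active = spots per cell inhibited over 60%, with over 100 cells counted and total cytoplasm intensity under 500,000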;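 note: U2OS cells stably carrying GPR55 and arrestin-GFP stimulated by 5 µM LPI near EC80; imaged beta-arrestin-GFP aggregate spots per cell after agonist stimulation; plate controls were LPI-stimulated DMSO wells for no effect and DMSO wells without LPI for full effect; some results filed as inactive read as strong as hits; confirmed hits need IC50 under 10 µM and bright autofluorescent wells are also inconclusive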
# KOR beta-arrestin-1 – KOR antagonists, beta-arrestin recruitment, cell-based, luminescence, uHTS (AID 1778) | inhibition, % at 10 µM; hits with a dose series show IC50 in µM | KOR beta-arrestin recruitment, luminescence, antagonist mode; higher % means a stronger effect | actives 0.091% (n = 290,000); in the data active = inhibition above about 50%; note: strong numbers were not always called active
# NOD1 inhibition – NOD1 signaling inhibitors, primary screen, cell-based, luminescence, uHTS (AID 1578) | one-dose inhibition, % at 4 µM; EC50 in µM for titrated hits | actives 1% (n = 290,000) | NOD1-driven NF-kB luciferase reporter cells, luminescence; higher % means a stronger effect; in the data active = inhibition mostly above about 36%, no sharp cut-off; inactive = mostly below about 34%;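 note: HEK-293T reporter cells stimulated with the NOD1 agonist gamma-tri-DAP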
# K1F lysis inhibition – inhibition of K1F phage lysis, E. coli UTI89, bacterial capsule biogenesis inhibitors, alamar blue (AID 488966) | E. coli UTI89 K1F phage lysis, alamar blue, 2 h; higher % means a stronger effect | inhibition, % at 100 µM, or IC50 in µM where a hit was titrated | actives 0.02% (n = 340,000);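 active = phage lysis inhibition, versus mean bacterial control, above a set limit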;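 note: capsule biogenesis inhibitors block K1F phage lysis so surviving cells raise fluorescence; higher fluorescence means more inhibition of phage lysis; actives were called in the ten point dose series up to 300 µM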
# KOR beta-arrestin-2 – KOR agonists, beta-arrestin recruitment, primary screen, cell-based, luminescence, uHTS (AID 1777); KOR beta-arrestin recruitment, luminescence; higher % means a stronger effect; activation, % at 10 µM; hits with a dose series show EC50 in µM; actives 0.02% (n = 280,000); in the data active = activation above about 50%, passing the limit was not always enough; note: a part of the inactive calls stands beside numbers as strong as those of hits
# GPR55 beta-arrestin – GPR55 agonists via beta-arrestin recruitment, primary screen, imaging, U2OS cells, beta-arrestin-GFP redistribution (AID 1961); actives 0.048% (n = 290,000); U2OS GPR55 beta-arrestin-GFP redistribution imaging; higher % means a stronger effect; activation, % at 10 µM, or EC50 in µM where a hit was titrated;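 active = activation above 40% with more than 50 cells counted in the well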;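 note: U2OS osteosarcoma cells stably expressing GPR55 and beta-arrestin-GFP; plate controls were DMSO negative control for no effect and LPI positive control for full effect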
# NTR1 ag cell count 20 µM – second read-out of NTR1 ag, no call of its own (marks repeat the call); cell count; measured here: cell count, cytotoxicity flag
# The depositor's hits bear a star; i = inactive; . = no result given; [ ] = dose if it differs, or a comment.
SMILES,MgcRacGAP inhibition,GPR35 antagonists,NTR1 ag,NTR1 ag cell count 20 µM,GPR55 LPI antagonism,KOR beta-arrestin-1,NOD1 inhibition,K1F lysis inhibition,KOR beta-arrestin-2,GPR55 beta-arrestin
CCOC(=O)c1c(NC(=O)Cn2c(C)nc3ccccc32)sc2c1CCC2,7%,-6%,4.8,68,14%,.,-14%,1.3%,.,0.5%
CC1CCN(C(=O)CCc2nnc3ccc(NCCCN4CCCC4=O)nn23)CC1,7%,5%,-0.3,56,-17%,-13%,1%,0.2%,0.1%,-0.2%
c1ccc(Oc2cccc(CN3CCOCC3)c2)cc1,0%,6%,1.8,76,2%,-33%,9%,i,-3.6%,-0.1%
COC(=O)c1[nH]c2cccc(OC)c2c1NC(=O)CCN1CC(C)CC(C)C1 (stereo not given),12%,-16%,-0.4,42,-2%,18%,4%,0.1%,15%,0.8%
Cc1ccc(OCCCCNC2CCCCC2)c(C)c1,31%,-10%,-1.9,82,5%,-26%,30%*,0.2%,6.8%,0.8%
Fc1ccc(-c2csc3ncnc(N4CCc5ccccc5C4)c23)cc1,1%,-2%,18,63,50%,18%,17%,0.2%,4.2%,-0.2%
C/C(=N\NC(=O)c1c(-c2ccccc2Cl)noc1C)c1cccc(NC(=O)C(C)C)c1,4%,-4%,0.0,54,-1%,-16%,-22%,0.5%[50 µM],-0.2%,0.3%
CCOCCCn1cc(C(=O)c2cc(Br)ccc2O)cc(C#N)c1=O,8%,4%,-1.0,103,1%,24%,3%,-0.6%,-4.9%,0.2%
CC1CCN(C(=O)CSc2nnc(-c3ccncc3)n2C)CC1,4%,4%,-0.4,71,13%,24%,-6%,0.5%,-3.0%,0.5%
Cn1c(CNC(=O)CNC(=O)c2ccc(C(C)(C)C)cc2)cc(=O)n(C)c1=O,8%,11%,0.2,55,2%,-9%,-21%,0.3%,2.0%,-0.2%
c1ccc(Sc2ncccn2)nc1,-8%,2%,-0.8,42,2%,8%,2%,-1.0%,-6.3%,0.6%
Cc1noc(C)c1S(=O)(=O)N(CC(=O)NCc1ccc(F)cc1)c1ccc(C(C)C)cc1,-12%,-3%,1.2,47,10%,8%,-12%,0.0%,2.5%,-0.1%
O=C(CCC(=O)Nc1cc(C(F)(F)F)ccc1Cl)N/N=C\c1cc([N+](=O)[O-])ccc1O,6%,-4%,1.0,77,13%,-11%,3%,0.1%,1.9%,0.7%
CN(C)CCNC(=O)CCCNC(=O)Cn1cnc2sc3c(c2c1=O)CCCC3,7%,-13%,-1.7,78,-1%,-40%,12%,0.5%,4.6%,-0.1%
CC1(c2nnc(-c3ccccc3)o2)CC(c2ccc(Cl)cc2)=NO1 (stereo not given),-3%,-2%,3.1,99,-1%,26%,2%,0.5%,-0.1%,-0.2%
Cc1ccc(C(=O)Oc2cccc(-n3cnnn3)c2)cc1,0%,1%,0.7,42,-29%,-67%[20 µM],-12%,0.1%,.,-0.1%
CCc1ccc(C2C(C#N)=C(N)N(N(C)C)C3=C2C(=O)CCC3)cc1 (stereo not given),7%,0%,0.4,61,6%,29%,4%,0.6%[50 µM],-2.6%,0.0%
COc1cc(C)ccc1OCCOc1ccccc1Cl,4%,8%,0.2,60,23%,20%,5%,1.6%,0.7%,0.3%
Cc1nn(-c2ccc(Cl)c(Cl)c2)c(C)c1C(=O)O,-1%,-15%,0.0,51,7%,9%,-17%,0.6%,-2.4%,-0.3%
COc1cc(SC)ccc1C(=O)Nc1ccc2c(c1)CCN2S(C)(=O)=O,11%,-15%,2.7,53,-4%,12%,-13%,-0.8%,-0.9%,0.2%
Cc1cccc(C)c1NC(=O)C1CCN(C(=O)c2cccs2)CC1,4%,-6%,-2.0,63,-18%,1%,-26%,0.0%,-3.5%,0.2%
Clc1ccc(-n2nnc(-c3cccnc3Cl)n2)cc1Cl,11%,-20%,-1.2,53,7%,1%,-3%,0.6%,-1.9%,-0.1%
Cc1ccc(Cl)cc1N1CCN(S(=O)(=O)c2c(C)[nH]c(C)c2C(=O)N2CCCC2)CC1,10%,-2%,-0.8,51,0%,-25%,-8%,0.0%,-2.2%,0.2%
Nc1nc(SCC(=O)Nc2ccc(S(N)(=O)=O)cc2)n[nH]1,-8%,9%,3.2,39,5%,-13%[20 µM],-14%,-0.6%,-8.1%,0.5%
O=C(N/C=C\n1cnc2cc(C(F)(F)F)ccc21)c1ccc([N+](=O)[O-])cc1,6%,-12%,1.6,61,-13%,-8%,-11%,0.1%,0.5%,0.7%

# As entered above:
# Nc1nc(SCC(=O)Nc2ccc(S(N)(=O)=O)cc2)n[nH]1 – MgcRacGAP inhibition = -8%
# O=C(N/C=C\n1cnc2cc(C(F)(F)F)ccc21)c1ccc([N+](=O)[O-])cc1 – GPR55 beta-arrestin = 0.7%
# Cc1ccc(OCCCCNC2CCCCC2)c(C)c1 – GPR55 LPI antagonism = 5%

# Additional structures:
SMILES,MgcRacGAP inhibition,GPR35 antagonists,NTR1 ag,NTR1 ag cell count 20 µM,GPR55 LPI antagonism,KOR beta-arrestin-1,NOD1 inhibition,K1F lysis inhibition,KOR beta-arrestin-2,GPR55 beta-arrestin
COc1ccc(C(=O)Nc2ccc3c(c2)nc(CCNC(=O)c2ccco2)n3C)cc1,4%,11%,-1.2,56,14%,-6%,-26%,0.5%,-4.9%,-0.2%
FC(F)(F)c1ccc(-c2n[nH]c(=S)o2)nc1,3%,0%,-0.3,44,8%,0%,0%,-1.1%,-4.2%,0.5%
CN1C(=O)S/C(=C/c2ccc(OCc3cccc(C(=O)O)c3)cc2)C1=O,16%,6%,0.7,63,-9%,-54%[20 µM],50%,0.0%,-3.8%,0.2%
N#Cc1c(-c2ccc(F)cc2)cc(-c2ccccc2)nc1SCC(=O)NCC(=O)O,2%,-6%,-0.9,56,6%,-29%,-6%,0.0%,4.6%,0.1%
Cc1ccc(S(=O)(=O)N(C)C)cc1NC(=O)COC(=O)CCC(=O)c1cccs1,9%,2%,0.4,63,7%,14%,-30%,0.1%,1.4%,0.0%
O=C(NNC(=O)c1cc2ccccc2oc1=O)c1ccccc1,9%,7%,-0.6,47,-1%,-25%,-59%,0.1%,2.7%,-0.1%
Cc1nc(SCC(=O)NCc2cccs2)nc(C)c1C,3%,-6%,0.1,61,38%,-5%,-16%,-1.4%,16%,-0.5%
CC(=O)N1CCc2ccc(C(=O)CN3CCN(c4cccc(C)c4C)CC3)cc21,.,12%,.,.,11%,-12%,10%,.,2.0%,0.0%
Cc1cccc(C)c1NC(=O)CSc1nnc(-c2ccoc2C)n1C,3%,10%,-1.0,61,-6%,-32%,1%,-1.2%,3.2%,-1.0%
CCNC(=S)N1CCC(c2nc3cc(C)c(C)cc3[nH]2)CC1,13%,0%,0.0,91,-2%,-3%,-19%,0.2%,-0.6%,-0.2%
OCCNc1nc(NCc2ccccc2)c2ccccc2n1,4%,2%,1.4,44,-6%,-53%[20 µM],-19%,6.0%,0.5%,0.3%
Cc1ccc(C)c(N=C2CCCN2Cc2ccccc2)c1C#N,2%,-5%,2.1,46,0%,-20%,-6%,1.6%[50 µM],10%,0.9%
CCn1c(=O)c(C(=O)NNC(=O)Cc2ccccc2)c(O)c2ccccc21,7%,-1%,-0.3,45,6%,-32%,-15%,-0.1%,0.8%,0.2%
COc1ccccc1-c1nnc(SCC(=O)NC2CCS(=O)(=O)C2)n1CCc1ccccc1 (stereo not given),5%,-3%,2.0,58,2%,14%,12%,0.1%,1.2%,0.7%
O=C(O)C1C2C=CC(C3CC23)C1C(=O)N1CCc2ccccc21 (stereo not given),-6%,17%,-0.2,85,29%,3%,13%,0.0%,2.5%,-0.3%
CCc1nnnn1-c1ccc([N+](=O)[O-])cc1C,6%,11%,1.4,41,8%,-47%[20 µM],-7%,0.0%,.,-0.1%
Cc1ccc(-c2nc3ncccn3c2Nc2ccc3c(c2)OCCO3)cc1,8%,14%,5.4,97,8%,-18%,-28%,1.0%,0.1%,0.2%
Brc1ccccc1C1=Nn2c(nnc2-c2ccccc2)SC1,9%,-21%,0.5,60,-2%,31%,-3%,4.1%,-7.0%,0.3%
CCOC(=O)c1cc(-c2ccccc2)sc1NC(=O)CN1C(=O)NC(CC)(c2ccccc2)C1=O (stereo not given),6%,-3%,1.5,83,-3%,-28%,-44%,0.5%,3.9%,0.0%
CCC(=O)/C=C1\Sc2ccccc2N1CC,7%,-2%,-0.1,52,7%,-3%,-26%,4.2%,-1.0%,0.1%
CCC(=O)Nc1c2c(nn1-c1cccc(Cl)c1)CS(=O)(=O)C2,-5%,-6%,-0.5,87,3%,-27%,-4%,0.3%,-8.6%,-0.2%
CCCCCCn1c(SCC(=O)OC)nc2c1c(=O)[nH]c(=O)n2C,12%,-3%,5.0,38,-6%,-28%,-29%,-1.4%,3.0%,0.3%
Cc1[nH]n(-c2ccccc2)c(=O)c1C(c1cccc([N+](=O)[O-])c1O)c1c(C)[nH]n(-c2ccccc2)c1=O,15%,0%,0.2,78,4%,-20%,-13%,2.6%[50 µM],5.7%,-0.3%
CN(C)S(=O)(=O)c1cccc(NC(=S)NC23CC4CC(CC(C4)C2)C3)c1,4%,-3%,5.2,41,9%,-4%,39%,0.1%,0.5%,0.5%
COC(=O)CSc1ncccc1-c1nc2ccccc2[nH]1,-6%,14%,-1.2,63,1%,24%,-27%,1.4%,-1.5%,-0.2%
CCOc1ccc(C(C)=O)cc1CSc1nc2nc(C)cc(C)n2n1,0%,-9%,-0.6,46,-1%,3%[20 µM],-27%,0.4%,-1.3%,-0.1%
O=C(Nc1ccccc1N1CCCC1)c1ccc(Cl)cc1Cl,5%,-3%,1.0,40,6%,6%[20 µM],-23%,0.0%,.,0.2%
CC(C)C(=O)Nc1ncc(Cc2ccc(Cl)cc2)s1,7%,16%,4.0,55,12%,-108%[20 µM],-28%,0.0%,.,-0.1%
C#CCOCCOCCOCCNc1nc(N2CCN(C(=O)[C@H](Cc3ccc(O)cc3)n3cc(C(N)CC(C)C)nn3)CC2)nc(N2CCN(C(=O)[C@H](CCC(=O)O)n3cc(C(N)[C@H](C)CC)nn3)CC2)n1 (stereo not given in full),10%,-4%,-0.2,58,8%,-14%,-23%,0.6%,14%,0.9%
CCCN(CCC)C1Sc2ccc(C(=O)OC)cc2NC1=O (stereo not given),-3%,4%,0.0,59,-10%,-4%,-2%,2.9%,2.5%,-0.1%

# Not all compounds are listed; count on the stated rates, not on these rows.
